# From PubChem
# GRP78 ERSR act – qHTS for Inducers of the Endoplasmic Reticulum Stress Response (ERSR) in Human Glioma: qHTS; U87-MG GRP78 promoter luciferase reporter, 16 h; Potency, µM, inactives show at the highest dose activation, usual class: activators; 420,000 compounds, 0.02% hits; also: potency is read from the fitted curve at half-maximal effect; series mostly up to about 76 µM; % of control where 0% means no effect; nearly all actives have a fitted effect of over 35% in size
#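 Stably transfected U87-MG glioma cells carrying a GRP78-based luciferase sensor; 16 h compound incubation. Luminescence end-point read 10 min after Bright-Glo addition at room temperature.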
# RXFP1 ag – qHTS Assay for Agonists of the Relaxin Receptor RXFP1; Relaxin receptor 1 (Homo sapiens), Q9HBX9; HEK293T-RXFP1 cAMP TR-FRET, 30 min; response scale: percent of porcine relaxin response, buffer zero; Potency, µM (top dose mostly 57.5 µM), for the others: at the top dose activation, usual class: activators; 370,000 compounds, 0.3% hits; AID 2676, 2010; also: potency is read from the fitted curve at half-maximal effect; % is scaled to controls: 0 for no effect and ±100 for the full control effect; nearly all actives have a fitted effect of over 60% in size; many of its hits are not listed in these tables
# Target sequence (Q9HBX9 whole entry, looked up): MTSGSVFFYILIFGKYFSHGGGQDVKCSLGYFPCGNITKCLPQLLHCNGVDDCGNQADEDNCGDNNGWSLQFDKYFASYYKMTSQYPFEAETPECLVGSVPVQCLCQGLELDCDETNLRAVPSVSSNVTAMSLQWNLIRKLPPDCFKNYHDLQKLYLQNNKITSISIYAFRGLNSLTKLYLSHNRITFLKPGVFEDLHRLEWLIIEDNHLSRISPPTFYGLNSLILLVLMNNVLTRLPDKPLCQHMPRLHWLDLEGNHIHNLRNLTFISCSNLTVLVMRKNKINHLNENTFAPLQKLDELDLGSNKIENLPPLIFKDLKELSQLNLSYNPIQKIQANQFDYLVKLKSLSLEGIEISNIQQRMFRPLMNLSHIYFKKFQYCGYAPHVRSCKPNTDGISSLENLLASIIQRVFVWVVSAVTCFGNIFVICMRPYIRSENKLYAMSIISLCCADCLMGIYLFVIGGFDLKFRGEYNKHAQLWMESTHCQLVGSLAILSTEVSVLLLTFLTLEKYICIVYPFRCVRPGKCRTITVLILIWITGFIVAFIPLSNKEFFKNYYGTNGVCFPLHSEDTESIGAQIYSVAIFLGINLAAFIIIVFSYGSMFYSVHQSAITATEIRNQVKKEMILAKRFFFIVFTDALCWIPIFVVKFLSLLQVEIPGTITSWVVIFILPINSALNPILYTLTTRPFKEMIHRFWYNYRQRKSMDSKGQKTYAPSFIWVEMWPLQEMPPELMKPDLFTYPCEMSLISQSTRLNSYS
#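 Agonist response is measured as cAMP accumulation in an RXFP1-transfected HEK293T line under PDE4 inhibition. Values are scaled between buffer-only and 29 nM porcine relaxin, and EC50s come from standard Hill equation fits.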
# Vif-APOBEC3G blk – qHTS for Inhibitors of Vif-A3G Interactions: qHTS | DNA dC->dU-editing enzyme APOBEC-3G (Homo sapiens), Q9HC16 | Potency, µM (top dose mostly 46.1 µM), for the others: top-dose activity, negative = active, most hits filed as inhibitors | AID 602310, 2012 | 410,000 compounds, 0.076% hits | HeLa A3G-eYFP + Vif (tagged APOBEC3G with the HIV-1 protein that degrades it), YFP fluorescence, overnight;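 also: potency is read from the fitted curve at half-maximal effect; % is scaled to controls: 0 for no effect and ±100 for the full control effect; nearly all actives have a fitted effect of over 60% in size; hits raise eYFP signal because A3G escapes Vif-driven loss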
#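 Read-out is eYFP fluorescence (Ex 488/Em 500-530) from Vif-expressing HeLa A3G-eYFP cells; more signal means A3G escaped Vif-mediated degradation. Cells plated overnight, compound pinned in, incubated overnight at 37 deg C.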
# PI4K2A block – qHTS for small molecular inhibitors of PI4K2A; Phosphatidylinositol 4-kinase type 2-alpha (Homo sapiens), Q9BTU6; purified PI4K2A, ADP-Glo luminescence, 1 h; stronger effect = lower value; activity change, negative = inhibition, % at 76.9 µM; 420,000 compounds, 0.13% hits; in the data active = activity change below about -50%; inconclusive = mostly about -30% to -49%;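 also: -100% = wells without enzyme as full effect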
#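 ADP-Glo luminescence measured ADP generated by PI4K2A enzyme (4 ug/mL before mixing) with 1.2 mM PI substrate (pre-mix) and 300 microM ATP (pre-mix). Tris pH7.5 buffer with MgCl2, Triton X-100; 1 h reaction at ambient temperature.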
# mIDH1 inhibitor – qHTS for Inhibitors of mutant isocitrate dehydrogenase 1 (IDH1): qHTS | IDH1-R132H enzyme, NADPH consumption, diaphorase/resazurin fluorescence | Potency, µM (series often up to 76.6 µM), for inactives: at the top dose activity change, negative = inhibition, most hits filed as inhibitors | 390,000 compounds, 0.093% hits | AID 602179, 2012; also: potency is read from the fitted curve at half-maximal effect; % is scaled to controls: 0 for no effect and ±100 for the full control effect; nearly all actives have a fitted effect of over 65% in size
#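 IDH1-R132H (0.5 ug/mL) preincubated 30 min with compound, then NADPH (0.016 mM) and alpha-KG (2 mM) added; 80 min at RT, pH 7.5. Remaining NADPH coupled via diaphorase/resazurin to fluorescence (540/590 nm); concentration-response curves normalized to no-enzyme control.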
# TrxR1 substrate – qHTS Assay for Substrates of Mammalian Selenoprotein Thioredoxin Reductase 1 (TrxR1): qHTS | 390,000 compounds, 0.01% hits | AID 588456, 2011 | purified TrxR1 substrate turnover, NADPH consumption readout | Potency, µM (highest dose often 114 µM), inactives show at the highest dose activity change, negative = substrate turnover | Thioredoxin reductase 1, cytoplasmic (Rattus norvegicus), O89049; also: potency is read from the fitted curve at half-maximal effect; % is scaled to controls: 0 for no effect and ±100 for the full control effect; nearly all actives have a fitted effect of over 50% in size
#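 Rat TrxR1, dispensed at 90 nM, was prereduced with 400 uM NADPH (final) for 5 min at ~22 deg C, then incubated with compound 15 min before 400 uM selenite. A first-read NADPH fluorescence drop versus no-compound background flagged substrates.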
# LDHA block – qHTS assay for inhibitors of human lactate dehydrogenase; purified LDHA, NADH/diaphorase-resazurin fluorescence; stronger effect = lower value; activity change, % (values are at about 110 or 230 µM); 480,000 compounds, 0.15% hits; AID 1347041, 2019; in the data active = activity change below about -30%; inconclusive = mostly about -25% to -30%;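 also: plate controls were DMSO wells for no effect and wells without enzyme for full effect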
#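 Remaining NADH was detected by diaphorase (0.133 mg/mL) converting 37 µM resazurin to fluorescent resorufin, read at 0 and 20 minutes. The preceding 5-minute room-temperature reaction used 2 nM LDHA, 0.2 mM sodium pyruvate and 0.06 mM NADH at pH 7.4.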
# Vif-APOBEC3F blk – qHTS for Inhibitors of Vif-A3F Interactions: qHTS. HeLa A3F-eYFP + Vif (tagged APOBEC3F with the HIV-1 protein that degrades it), YFP fluorescence increase. 390,000 compounds, 0.2% hits. AID 602313, 2012. Potency, µM (doses to about 46.1 µM), for the others: at the highest dose activity, negative = active; also: potency is read from the fitted curve at half-maximal effect; % of control where 0% means no effect; nearly all actives have a fitted effect of over 65% in size
#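 HeLa cells stably expressing Vif plus C-terminally eYFP-tagged A3F were seeded, incubated overnight at 37 deg C, dosed with compound, incubated overnight again at 37 deg C. Yellow fluorescence (Ex 488/Em 500-530) reported blocked Vif-mediated A3F-eYFP degradation.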
# USP1-UAF1 inh – Inhibitors of USP1/UAF1: Primary Screen. Ubiquitin carboxyl-terminal hydrolase 1 (Homo sapiens), O94782. recombinant USP1/UAF1, Ub-Rhodamine cleavage fluorescence. Potency, µM (doses to about 57.1 µM), inactives show top-dose activity change, negative = inhibition, actives largely listed as inhibitors. 390,000 compounds, 0.23% hits. AID 743255, 2014; also: potency is read from the fitted curve at half-maximal effect; % is scaled to controls: 0 for no effect and ±100 for the full control effect; nearly all actives have a fitted effect of over 60% in size; inactives centre near -12
#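 USP1/UAF1 complex (1 nM) preincubated 15 min at room temperature with compound, then Ub-Rho substrate (150 nM final) added. Kinetic fluorescence at 480/540 nm over 6 reads at 60 s intervals; 50 mM HEPES pH 7.8, 0.5 mM EDTA, 0.1 mg/ml BSA, 1 mM TCEP, 0.01% Tween-20.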
# * hit, by the source's call; ? = inconclusive; · = no result given; & = joins results of further samples; [ ] = another dose, or the depositor's remark. Unless noted, calls follow the shape of the dose curve; as a rule, active = well fitted curve in the direction sought with a large enough effect; inconclusive = small, poorly fitted or top-dose-only effect, or another doubt; inactive = no such curve, though single readings can be large; an effect the other way counts as inactive or inconclusive. Not all compounds are listed, so the mix of outcomes need not match the whole.
# The opening 4 compounds, to show the layout:
SMILES,GRP78 ERSR act,RXFP1 ag,Vif-APOBEC3G blk,PI4K2A block,mIDH1 inhibitor,TrxR1 substrate,LDHA block,Vif-APOBEC3F blk,USP1-UAF1 inh
CN1c2ccccc2C(C)(C)C12CC(c1cccc(S(=O)(=O)N3CCCC3)c1)=NO2 (configuration not stated),-3%,-1.2%,-6%,-1,6%,-2%,-9,-14%,-26%
C[C@@H]1NC(=O)c2cc([N+](=O)[O-])cc(I)c2OCC[C@@H](C(=O)NC(CC(=O)O)C(N)=O)NC(=O)[C@H](CCC(=O)O)NC1=O (some centres not stated),-2%,1.3%,-2%,-5,12%,13%[57.1 µM],-2,0%,-12%
O=C(C1CCCO1)N1CCN(S(=O)(=O)c2ccc(F)cc2)CC1 (configuration not stated),-3%,-0.7%,-1%,4,0%,-2%,-6,-11%,-2%
COc1ccc(-n2c(SCC(=O)NCC3CCCO3)nc3n[nH]c(C)c3c2=N)cc1 (configuration not stated),2%,2.0%,-7%,-5,-1%,5%[57.1 µM],4,-2%,6%

# The list itself (from the top)
SMILES,GRP78 ERSR act,RXFP1 ag,Vif-APOBEC3G blk,PI4K2A block,mIDH1 inhibitor,TrxR1 substrate,LDHA block,Vif-APOBEC3F blk,USP1-UAF1 inh
CN1c2ccccc2C(C)(C)C12CC(c1cccc(S(=O)(=O)N3CCCC3)c1)=NO2 (configuration not stated),-3%,-1.2%,-6%,-1,6%,-2%,-9,-14%,-26%
C[C@@H]1NC(=O)c2cc([N+](=O)[O-])cc(I)c2OCC[C@@H](C(=O)NC(CC(=O)O)C(N)=O)NC(=O)[C@H](CCC(=O)O)NC1=O (some centres not stated),-2%,1.3%,-2%,-5,12%,13%[57.1 µM],-2,0%,-12%
O=C(C1CCCO1)N1CCN(S(=O)(=O)c2ccc(F)cc2)CC1 (configuration not stated),-3%,-0.7%,-1%,4,0%,-2%,-6,-11%,-2%
COc1ccc(-n2c(SCC(=O)NCC3CCCO3)nc3n[nH]c(C)c3c2=N)cc1 (configuration not stated),2%,2.0%,-7%,-5,-1%,5%[57.1 µM],4,-2%,6%
CC1(C)CC(=O)c2c(oc3ccc(NS(=O)(=O)c4cccc5cccnc45)cc23)C1,-5%,1.0%,4%,2,10%,0%[57.1 µM],-1,13%,-22%
COCc1ccc(O)c2ncccc12,-2%,-1.0%,10µM*,-11,7%,-1%,6,3%,-18%
CCOc1ccc2c(c1)c(=O)c(C(=O)c1ccccc1)cn2Cc1ccccc1,-1%,0.2%,-8%,-19,-2%,3%,0,2%,-13%
Nc1nc2ccc(Cl)cc2[nH]1,-2%,·,2%,5,-11%,4%,1,7%,-26%
O=C(NC1CCCC1)C(=O)N(Cc1cccnc1)C(C(=O)NCc1ccco1)c1ccccc1F (configuration not stated),10%,0.3%,-2%,3,10%,12%,5,8%,-17%
Cn1ccnc1SCC(=O)c1cccc(Br)c1,0%,-0.3%,-4%,9,4%,5%[57.1 µM],-7,-20%,-12%
CC(=O)OCC(=O)[C@@]1(O)CC[C@H]2[C@@H]3CCC4=CC(=O)C=C[C@]4(C)[C@@]3(Cl)[C@@H](Cl)C[C@@]21C,-2%,0.0%,3%,0,-2%,0%,-7,-6%,-30%
O=C(Cn1c(=O)oc2cc(S(=O)(=O)NCc3ccccc3)ccc21)NCc1ccc(Cl)cc1,-1%,0.0%,-1%,2,0%,6%[57.1 µM],-7,0%,-1%
COc1ccc(COC(=O)N/N=C(\C)CC(=O)Nc2ccc(Cl)cn2)cc1,7%,-0.6%,-5%,0,3%,-16%[57.1 µM],-3,6%,-1%
Nc1ccc2c(c1)CC(=O)c1ccccc1S2,3%,0.5%,-10%,2,12%,-5%,7,13%,-15%
CCC(Sc1nc2sc(C(=O)OC)c(C)c2c(=O)n1N)C(=O)NCC1CCCO1 (configuration not stated),-3%,3.7%,-4%,3,9%,0%,-1,3%,0%
CCCc1cnc2c(c1SCC(=O)N1CCC(C)CC1)c(=O)n(C)c(=O)n2C,0%,3.8%,-3%,0,11%,-2%[57.1 µM],-4,-1%,-25%
CCOc1ccc(S(=O)(=O)N2CCC(c3ccccc3)CC2)cc1C(=O)O,-2%,1.0%,-4%,-4,6%,-6%,1,1%,-15%
Cn1cc(Cl)c(C(=O)N2CCN(c3ncccn3)CC2)n1,-3%,1.8%,5%,-6,7%,6%[57.1 µM],-2,-2%,-8%
COc1cc(C(=O)OC(C)CN2CCOCC2)cc(OC)c1OC (configuration not stated),-5%&-3%,2.6%&-1.1%,-2%&0%,0&-5,1%&4%,-5%,-1&4,-3%&0%,-22%&-23%
COc1ccc(-c2nc(N3CCCCCC3)sc2C(=O)c2ccccc2)cc1,-5%,13%,-2%,-4,5%,7%[57.1 µM],-4,-2%,-2%
CCCCn1c(N)c(N(CC)C(=O)c2cc(C)cc(C)c2)c(=O)[nH]c1=O,-4%,-4.3%,-3%,13,-2%,2%,-7,-1%,3%
CN(c1ccc(C(=O)Nc2ccc(S(=O)(=O)N3CCCC3)cc2)cc1)S(C)(=O)=O,-2%,1.8%,0%,-1,-1%,5%[57.1 µM],3,-7%,-17%
O=C(NCCCN1CCOCC1)c1cccc(S(=O)(=O)Nc2cc(Cl)ccc2Cl)c1,-6%,1.1%,-2%,0,1%,-7%[57.1 µM],-2,1%,-17%
CCc1ccc(N2CC(C(=O)Nc3nc4ccc(S(C)(=O)=O)cc4s3)CC2=O)cc1 (configuration not stated),0%,0.0%,0%,2,-15%,2%,-3,0%,-17%
Cc1nc2cc(NC(=O)Nc3nccs3)ccc2n1C,-6%,-2.7%,-6%,-2,0%,8%,-7,-1%,-12%
CSc1nc(C)cc(Oc2ccc(=O)n(C)n2)n1,-4%,1.6%,1%,0,4%,-12%,-6,4%,-6%
O=c1[nH]c2ccccc2c2cn(-c3ccccc3)nc12,-5%,-2.8%,0%,-4,18%,6%[57.1 µM],-2,-4%,-1%
CCN1C=CC(=C2C(=O)c3ccccc3C2=O)C=C1,-14%,-2.1%,2%,-52*,1%,-13%,-17,2%,-16%
O=C(OCc1ccccc1)Oc1cncc(C(=O)O)c1,4%,1.6%,0%,6,5%,6%[57.1 µM],-6,0%,-1%
O=C(NCc1cccs1)C1CCN(S(=O)(=O)c2ccc(Br)s2)CC1,-2%,3.3%,-2%,4,1%,2%[57.1 µM],0,4%,0%
CCOC(=O)c1ccc(NC(=O)CSc2nnc(NC(=O)c3ccc(S(=O)(=O)N4CCOCC4)cc3)s2)cc1,-2%,0.0%,2%,0,-2%,3%,1,-32%,3%
Cc1ccc(Cl)cc1NS(=O)(=O)c1cc2c3c(c1)CC(=O)N3CCC2,-5%,-2.0%,-1%,-2,?,-4%[57.1 µM],-6,0%,?
Cc1nc2sccn2c(=O)c1S(=O)(=O)Nc1cccc(Cl)c1C,-3%&-3%,0.6%&0.1%,1%&-2%,-2&2,-2%&-6%,3%[57.1 µM],-12&-6,-3%&-11%,-9%&10%
COc1ccc(CN(C)C(=O)C(CCSC)NS(=O)(=O)c2ccc3c(c2)OCCO3)c(OC)c1OC (configuration not stated),-2%,·,0%,0,3%,1%,-1,3%,-21%
COc1ccc(N2CCN(S(=O)(=O)CCNS(=O)(=O)c3ccccc3)CC2)cc1,-3%,0.9%,-1%,1,-7%,3%,-5,4%,-17%
O=C(Nc1ccn(CCCNCC(c2ccccc2)c2ccccc2)c(=O)n1)OCc1ccccc1,-9%,·,-22%,1,-4%,·,-4,11%,-35%
COc1ccc(C(NC(=O)C2C3C=CC(C3)C2C(=O)O)c2ccccc2)cc1 (configuration not stated),-1%,-0.4%,-1%,5,6%,-9%[57.1 µM],0,10%,-1%
COc1ccc(C(C)=O)cc1CN1CCCCC1,-5%,0.4%,0%,7,0%,-2%,1&-2,-23%,-11%
O=c1c2ccccc2n(Cc2cccc(F)c2)c(=O)n1C1CCCC1,-7%,-1.0%,-12%,-1,4%,-2%,2,0%,-19%
COc1ccc(C(=O)CSc2nc(N)nc(SC)c2C#N)cc1,-2%,28%,2%,16,2%,-6%,-5,2%,-15%
Cc1cc(C)n(-c2ccc(C(=O)OCc3nnc(-c4ccccc4)o3)cc2)n1,-8%,3.3%,0%,-1,0%,15%[57.1 µM],-4,-11%,-12%
